Screens from PubChem BioAssay.
GDH-TPI counter – inhibits GDH-TPI coupling enzymes, artifact for Mtb FBA screen | inhibition, % at 4.8 µM | AID 588335 | GDH-TPI coupled enzyme counterscreen, NADH absorbance | hit rate 1.2% among 360,000; in the data active = inhibition above about 30%;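 also: 0% = DMSO wells and 100% = wells lacking the enzyme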
UGM FP inh – Mtb UDP-galactopyranose mutase inhibition; inhibition, % at 10 µM; purified UGM, fluorescence polarization probe displacement; P9WIQ1; AID 504406; hit rate 0.06% among 320,000; in the data active = inhibition above about 10%, passing the limit was not always enough; inconclusive = no clear call, values can overlap the other calls
PfHsp40 rescue – rescue of PfHsp40-mediated yeast toxicity; growth rescue, % at 12.5 µM; S. cerevisiae expressing PfHsp40, growth rescue, ATP luminescence; AID 504582; hit rate 0.68% among 340,000; in the data active = growth rescue above about 28%, passing the limit was not always enough; inconclusive = no clear call, values can overlap the other calls;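 also: yeast W303a lacking pdr1 and pdr3 grown in galactose medium; growth measured after three days at 30 °C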
Mtb FBA inh – Mtb fructose-bisphosphate aldolase inhibition; inhibition, % at 1 µM; AID 588726; hit rate 2.3% among 360,000; purified M. tuberculosis FBA, fluorescence read-out; in the data active = inhibition above about 27%;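 also: 0% = vehicle and 100% = reference inhibitor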
Anthrax LF prot – blocks Bacillus anthracis lethal factor protease. hit rate 0.12% among 360,000. P15917. multiplex microsphere protease cleavage assay, LF. inhibition, % at 10 µM; also: plate controls were buffer without enzyme for full effect and enzyme alone for no effect
Target sequence (P15917 whole entry, looked up): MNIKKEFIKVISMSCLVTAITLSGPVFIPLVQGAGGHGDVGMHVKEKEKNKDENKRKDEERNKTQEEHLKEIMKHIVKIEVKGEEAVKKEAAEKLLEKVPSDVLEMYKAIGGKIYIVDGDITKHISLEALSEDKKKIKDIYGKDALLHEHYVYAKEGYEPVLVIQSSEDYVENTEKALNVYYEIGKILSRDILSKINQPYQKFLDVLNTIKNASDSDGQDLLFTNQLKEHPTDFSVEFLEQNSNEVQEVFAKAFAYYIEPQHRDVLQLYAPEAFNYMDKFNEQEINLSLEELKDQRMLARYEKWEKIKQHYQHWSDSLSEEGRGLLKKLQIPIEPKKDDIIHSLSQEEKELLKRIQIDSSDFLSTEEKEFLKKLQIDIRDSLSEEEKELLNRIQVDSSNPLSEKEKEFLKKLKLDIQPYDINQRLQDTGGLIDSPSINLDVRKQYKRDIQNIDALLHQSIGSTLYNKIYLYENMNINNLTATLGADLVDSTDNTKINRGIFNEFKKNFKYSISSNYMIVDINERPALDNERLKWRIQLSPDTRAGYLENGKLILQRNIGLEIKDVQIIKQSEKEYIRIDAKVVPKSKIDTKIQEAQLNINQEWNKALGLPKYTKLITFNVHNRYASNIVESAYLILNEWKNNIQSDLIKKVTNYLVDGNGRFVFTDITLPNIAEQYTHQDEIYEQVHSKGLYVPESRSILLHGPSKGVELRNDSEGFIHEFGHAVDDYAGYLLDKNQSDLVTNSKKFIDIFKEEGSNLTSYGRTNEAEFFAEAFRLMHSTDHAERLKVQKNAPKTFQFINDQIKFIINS
FadD28 binding – inhibitors of Mycobacterium tuberculosis FadD28 bisubstrate binding. AID 588549. inhibition, % at 12.5 µM. hit rate 0.22% among 360,000. FadD28 bisubstrate probe binding, fluorescence polarization; in the data active = inhibition above about 8.5%, passing the limit was not always enough; inconclusive = no clear call, values can overlap the other calls
BoNT F protease – BoNT F light chain protease inhibition | Multiplex microsphere protease cleavage assay, flow cytometry | inhibition, % at 10 µM | AID 588497 | hit rate 0.22% among 360,000; in the data active = inhibition above about 35%, passing the limit was not always enough; inconclusive = no clear call, values can overlap the other calls; also: plate controls were buffer without enzyme for full effect and enzyme alone for no effect
BioA inh – inhibitors of Mycobacterium tuberculosis BioA enzyme; inhibition, % at 9.99 µM; purified M. tuberculosis BioA enzyme, plate reader; hit rate 0.096% among 360,000; in the data active = inhibition above about 40%; inconclusive = no clear call, values can overlap the other calls
BoNT-A LC inh2 – inhibitors of Botulinum neurotoxin A light chain protease. inhibition, % at 10 µM. hit rate 0.17% among 360,000. AID 588499. multiplex microsphere protease substrate cleavage, flow cytometry; also: plate controls were buffer without enzyme for full effect and enzyme alone for no effect
Starred values were filed as active, the others as inactive; u = inconclusive; x = no result given. Rule as the data show it, unless noted: active = inhibition above about 30%; inconclusive = no clear call, values can overlap the other calls; inactive = below that.

SMILES | GDH-TPI counter | UGM FP inh | PfHsp40 rescue | Mtb FBA inh | Anthrax LF prot | FadD28 binding | BoNT F protease | BioA inh | BoNT-A LC inh2
CCOc1cc(C(=O)Nc2cccc(C(C)=O)c2)ccc1OCC(=O)N1CCCCC1 | 5 | 4.4 | -1.2 | 0 | 4 | -1.6 | 8 | x | -0.6
COC(=O)c1c(C)[nH]c(C(=O)COC(=O)CCc2ccc(OC)c(OC)c2)c1C | 9 | x | x | 0 | 3 | 0.2 | -6 | -0.4 | -0.1
Nc1c(C(=O)NCc2ccccc2)nnn1Cc1ccc(F)cc1 | -5 | -0.3 | -1.2 | 2 | -9 | 0.1 | -2 | -1.5 | -0.3
COC(CNC(=O)c1ccc(CS(=O)(=O)c2ccc(Br)cc2)o1)OC | -1 | -1.1 | -0.6 | 1 | -12 | -1.8 | 2 | -0.6 | 2.7
O=C(CSc1nnc(-c2ccc(C(F)(F)F)cn2)o1)Nc1ccccc1Cl | 13 | 3.5 | -0.4 | -4 | -2 | -0.5 | u | 0.5 | 0.1
N#CCCn1c(SCC(=O)c2c[nH]c3ccccc23)nc2ccccc21 | 3 | -1.0 | -0.6 | 0 | 5 | -10 | 4 | 1.2 | 3.1
Cc1nnc(-c2ccc(N3CCCCCC3)c([N+](=O)[O-])c2)o1 | 5 | 0.3 | 1.2 | -3 | -2 | -2.8 | u | -0.2 | 0.8
Cc1cc(-c2ccc(F)cc2)n2ncc(-c3ccccc3)c2n1 | -8 | x | x | 0 | -3 | -1.8 | 0 | -0.5 | -0.2
CCC(C)c1ccc(S(=O)(=O)N2CCN(c3ccccn3)CC2)cc1 (configuration not stated) | 19 | -1.5 | -0.2 | 1 | -8 | 0.0 | 4 | -0.2 | -0.5
CC(=O)N1CCOc2ccc(S(=O)(=O)NCc3ccc(Cl)cc3)cc21 | 13 | -0.1 | 6.7 | 1 | 1 | -1.2 | 6 | 3.1 | 0.4
Fc1ccc(-c2nnc(-c3ccc(Cl)cc3Cl)o2)cc1 | 0 | 2.1 | 0.2 | 5 | -9 | -1.1 | 3 | -1.5 | -0.6
N#CCCN(C(=O)c1ccco1)c1ccccc1 | 8 | -0.4 | 0.0 | 2 | 2 | -1.8 | -6 | -2.9 | -0.9

Record cards, from the list above.
`N#CCCN(C(=O)c1ccco1)c1ccccc1` across the screens: GDH-TPI counter = 8; UGM FP inh = -0.4; PfHsp40 rescue = 0.0; Mtb FBA inh = 2; Anthrax LF prot = 2; FadD28 binding = -1.8; BoNT F protease = -6; BioA inh = -2.9; BoNT-A LC inh2 = -0.9
`CCOc1cc(C(=O)Nc2cccc(C(C)=O)c2)ccc1OCC(=O)N1CCCCC1` across the screens: GDH-TPI counter = 5; UGM FP inh = 4.4; PfHsp40 rescue = -1.2; Mtb FBA inh = 0; Anthrax LF prot = 4; FadD28 binding = -1.6; BoNT F protease = 8; BioA inh = x; BoNT-A LC inh2 = -0.6
`Cc1nnc(-c2ccc(N3CCCCCC3)c([N+](=O)[O-])c2)o1` across the screens: GDH-TPI counter = 5; UGM FP inh = 0.3; PfHsp40 rescue = 1.2; Mtb FBA inh = -3; Anthrax LF prot = -2; FadD28 binding = -2.8; BoNT F protease = u; BioA inh = -0.2; BoNT-A LC inh2 = 0.8

Carrying on.
SMILES | GDH-TPI counter | UGM FP inh | PfHsp40 rescue | Mtb FBA inh | Anthrax LF prot | FadD28 binding | BoNT F protease | BioA inh | BoNT-A LC inh2
COC(=O)c1ccc(/C=N/NC(=O)C(=O)NCc2ccccc2)cc1 | 12 | -0.8 | -0.1 | 0 | -5 | -4.0 | -8 | x | -0.5
CCN1CCCC1CNC(=O)c1cc2c(-c3cccc(OC)c3)nn(C)c2s1 (configuration not stated) | 2 | 1.6 | 0.5 | 36* | 2 | -30 | -14 | -1.3 | -0.4
CCOC(=O)CN1C(=O)N(CC(=O)OCC)C(c2ccccc2)(c2ccccc2)C1=O | 3 | 0.9 | -1.5 | 2 | 7 | -1.9 | u | -0.6 | -3.7
CC(C)c1ccc(C2CC(=O)c3cnc(NC(=O)c4ccco4)nc3C2)cc1 (configuration not stated) | 6 | -1.3 | 7.0 | 0 | -2 | -5.4 | 0 | 2.2 | 0.1
C/C(=N\OCC(=O)N/N=C/c1ccc(C)cc1O)c1cccs1 | 13 | -1.1 | 6.8 | 2 | 0 | -1.5 | -17 | 0.3 | 0.6
CC(=O)NCC(=O)OC(C(=O)c1ccccc1)c1ccc(Cl)cc1 (configuration not stated) | -9 | -2.1 | -0.2 | 4 | 1 | -0.7 | 3 | 1.3 | 0.2
CS(=O)(=O)c1ccc(Cl)c(NC(=O)CCCSc2ccccc2)c1 | 3 | 1.5 | -0.6 | -1 | 7 | -3.9 | -8 | 0.4 | -1.7
Cn1c(=O)oc2cc(S(=O)(=O)Nc3ccccc3F)ccc21 | 0 | -2.8 | 0.0 | 2 | 0 | -1.1 | -8 | -0.6 | -1.4
Cc1cc(Cl)ccc1C(=O)C1CCCN(C(=O)c2cnn(C(C)C)c2)C1 (configuration not stated) | 1 | 0.2 | -0.2 | 0 | 0 | -0.8 | -1 | 1.2 | -1.1
CC(=O)c1c(C)oc2c1cc(NS(=O)(=O)c1ccc(C(=O)O)cc1)c1ccccc12 | 9 | 4.3 | -0.4 | 5 | 4 | -12 | 4 | -2.3 | 4.1
COCCCNC(=O)/C(C#N)=C/c1cc(C)[nH]c1C | 11 | -0.6 | 0.3 | -5 | 2 | -1.1 | -3 | x | -0.6
CC(=O)C(Sc1ccc2nnc(-c3ccc(C)cc3)n2n1)C(C)=O | 7 | 0.8 | -1.2 | 0 | -1 | -2.6 | -3 | 0.5 | -0.3
COc1cc(C(=O)OCC(=O)NCc2ccc(F)cc2)cc(NC(=O)c2cccs2)c1OC | 14 | 2.2 | -0.7 | 2 | -2 | -2.1 | -6 | -0.1 | 0.1
COCc1cc(Sc2ccc(Cl)cc2)nc(-c2ccccc2)n1 | 0 | -0.5 | 0.7 | 0 | -5 | 0.6 | u | -2.4 | -0.3
CCCN(CC(=O)Nc1cc(C)on1)CC(=O)Nc1ccccc1C | 1 | -0.2 | -0.2 | -1 | 2 | -2.8 | -2 | 2.2 | 0.4
CC(C)CNS(=O)(=O)c1cc2c3c(c1)CC(=O)N3CCC2 | 3 | 1.2 | -0.1 | 1 | 3 | -0.2 | -26 | -0.3 | -4.8
Nn1c(SCc2ccc(F)cc2)nnc1-c1ccccn1 | -3 | 4.1 | x | -1 | x | -1.9 | x | 0.9 | x
Cc1cc(C(=O)N2CCCC(N3CCN(c4ccccc4C)CC3)C2)n(C)n1 (configuration not stated) | 5 | -0.7 | -1.2 | -1 | 3 | -3.5 | -1 | 1.0 | -0.6
O=C(Cn1c(=O)c2cccn2c2ccccc21)Nc1cc(F)ccc1F | 1 | 1.1 | 1.9 | -3 | u | -8.6 | u | 1.8 | u
O=C(NCCCn1ccnc1)c1nc(Cn2cc([N+](=O)[O-])cn2)no1 | -2 | -2.3 | u | -1 | -2 | -1.5 | -6 | 2.7 | -1.3
COc1cc(S(=O)(=O)NC2CCCCC2)ccc1F | 5 | 1.1 | 4.2 | 2 | 0 | -0.8 | 3 | 0.1 | 0.8
CC(=O)Nc1ccccc1OCC(=O)NC(C)c1ccc(F)cc1 (configuration not stated) | -11 | -1.3 | -0.6 | 1 | 0 | -4.0 | 7 | x | 0.1
COCCCN1C(=O)c2ccc(C(=O)NCc3ccccn3)cc2C1=O | -2 | -2.9 | 0.7 | -6 | -2 | -0.5 | 4 | -0.7 | 3.0
COc1cc(S(=O)(=O)NC2CCCC2)c(OC)cc1C | -2 | -2.4 | -0.9 | -1 | -3 | -0.3 | -4 | -1.3 | -0.8
Cc1[nH]nc(SCC(=O)Nc2cccc(O)c2)c1[N+](=O)[O-] | 1 | -1.5 | 0.3 | -4 | -8 | -3.5 | -6 | x | -1.0
COc1ccc(CC(=O)N2CCN(c3ccccn3)CC2)cc1OC | 10 | -0.9 | -0.6 | 8 | -2 | -0.3 | -6 | 0.7 | 0.0
Cc1ccc(OCCC(=O)OCC(=O)N2CCN(S(=O)(=O)c3ccc(Cl)cc3)CC2)cc1 | 4 | -1.3 | -0.4 | 0 | 0 | 1.2 | u | x | 2.7
COc1cc(CN(C)Cc2cccc3ccccc23)cc([N+](=O)[O-])c1O | 5 | -1.1 | 1.0 | -2 | 1 | -0.6 | -15 | 1.2 | -1.3
O=C(NNC1CC(=O)N(c2ccc(Cl)cc2)C1=O)c1ccco1 (configuration not stated) | -1 | 0.2 | -0.8 | 1 | -1 | -1.8 | -8 | x | -0.4
CCCCN(CC)C(=O)Cn1ncc2c3ccccc3n(CCC)c2c1=O | 4 | -3.6 | 4.2 | 10 | -8 | -2.5 | 6 | 0.9 | -3.2
O=C(NCCc1ccccc1Cl)C1CCC(=O)N(CCCc2ccccc2)C1 (configuration not stated) | 5 | -1.0 | 3.2 | 1 | 2 | -4.6 | 2 | 0.5 | -0.3
Cc1cnc(NC(=O)c2ccc(-c3ccc([N+](=O)[O-])cc3)o2)s1 | 11 | 1.2 | 0.2 | -3 | 4 | -2.3 | 8 | -1.1 | 4.5
Cc1nnc(SCC(=O)N2N=C(c3ccc(Cl)cc3)CC2c2ccco2)[nH]c1=O (configuration not stated) | -4 | 2.8 | -0.8 | -1 | 4 | 1.3 | -2 | x | 4.0
CCOCCn1c(SCc2ccccc2)nc2c1c(=O)[nH]c(=O)n2C | 9 | -1.9 | -1.2 | 6 | -11 | -1.2 | -6 | 0.2 | -1.5
CCN1/C(=c2/s/c(=C3/C(=O)N(c4ccccc4)N=C3C)n(CC)c2=O)C=Cc2ccccc21 | 0 | 0.9 | 3.8 | -6 | -3 | -2.7 | -1 | x | -1.1
COC(=O)Cn1cc(/C=C/[N+](=O)[O-])c2ccccc21 | 8 | -0.3 | 0.2 | -3 | 2 | -1.0 | 8 | 0.0 | 2.4
COc1ccc(NC(=O)CS(=O)CC(=O)NC2CCCc3ccccc32)cc1 (configuration not stated) | -12 | 2.3 | 1.1 | 1 | -10 | 0.9 | -2 | -0.4 | -0.1
CCOC(=O)C1CCN(S(=O)(=O)c2ccc(Br)c(OCC)c2)CC1 | -1 | -3.1 | -0.7 | 4 | -2 | -4.4 | -2 | -1.2 | -0.6
COC(=O)c1ccccc1S(=O)(=O)N1CCC(C(=O)NC2CCCCC2C)CC1 (configuration not stated) | -4 | -2.2 | -1.3 | 0 | x | -2.1 | x | 0.1 | x
CCCCC(CCC(=O)NNC(=O)Cc1ccccc1)C(=O)O (configuration not stated) | 2 | 3.2 | -2.3 | 3 | 1 | -2.2 | -4 | -0.7 | -0.8
O=C(/C=C/c1ccc[nH]1)c1ccc(F)cc1 | 12 | -2.1 | 0.5 | -6 | 0 | -2.3 | 1 | x | 4.0
COc1cccc(NC(=O)c2cc(-c3ccccn3)nc3ccccc23)c1 | 1 | 2.4 | 5.2 | -2 | x | -1.3 | x | 0.0 | x
C[C@]12CCC3C(CC[C@H]4C[C@@H](O)CC[C@]34C)C1CC[C@@H]2OC(=O)[C@H](N)CCCCN (some centres not stated) | -5 | 2.7 | -0.6 | 1 | -2 | -7.2 | -25 | -0.7 | 0.2
Cc1nc(NC(=O)C2CC2)sc1C(=O)Nc1ccccc1Cl | 15 | -0.2 | 0.7 | 0 | 11 | -0.8 | u | -3.7 | -3.9
Cc1cc(C)cc(Oc2ccccc2C=O)c1 | -8 | 1.0 | -1.2 | 1 | -2 | -1.2 | 1 | -0.5 | 0.4
CC1(C(=O)NS(=O)(=O)c2ccccc2)CCN1C(=O)COc1ccc(Cl)cc1 (configuration not stated) | 11 | x | x | 2 | 1 | -0.4 | 5 | -1.2 | -0.8
